# CXCR6 block: CXCR6 receptor inhibitors, primary screen, cell-based, beta-arrestin, luminescence, CHO-K1 PathHunter, 1536-well | C-X-C chemokine receptor type 6 (Homo sapiens), O00574 | inhibition, % at 20 µM | actives 0.36% (n = 360,000); in the data active = inhibition above about 34%, passing the limit was not always enough;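 also: antagonist mode with CXCL16 agonist at 10 nM final; 0% = 10 nM CXCL16 with DMSO and 100% = unstimulated wells without agonist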
# Target sequence (O00574 whole entry, looked up): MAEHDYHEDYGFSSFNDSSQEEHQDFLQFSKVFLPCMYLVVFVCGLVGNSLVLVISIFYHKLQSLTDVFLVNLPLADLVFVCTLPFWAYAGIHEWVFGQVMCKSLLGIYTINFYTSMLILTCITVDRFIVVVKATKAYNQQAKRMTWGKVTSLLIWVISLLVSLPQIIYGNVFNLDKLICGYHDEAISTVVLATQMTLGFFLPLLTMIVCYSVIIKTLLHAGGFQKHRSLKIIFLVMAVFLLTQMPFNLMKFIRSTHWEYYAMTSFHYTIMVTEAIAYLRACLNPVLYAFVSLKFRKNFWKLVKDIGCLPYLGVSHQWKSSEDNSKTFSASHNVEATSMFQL
# An asterisk follows results filed as active. Some of the compounds tested; rates above refer to the full screens.
SMILES,CXCR6 block
C[C@@H]1CN([C@@H](C)CO)C(=O)c2cc(NS(C)(=O)=O)ccc2O[C@@H](C)CCCCO[C@H]1CN(C)C(=O)Nc1ccc2c(c1)OCO2,-8
Oc1ccc(C[C@H]2CN([C@@H](Cc3ccc(O)cc3)CN3CCC[C@@H]3CN3C(=S)NC[C@@H]3Cc3ccccc3)C(=S)N2CC2CCCCCC2)cc1,6
COc1cc2c(cc1NC(=O)c1ccccc1-c1ccccc1C(=O)O)-c1ccccc1C2,4
COc1ccc(CN2C(=O)c3ccccc3C2c2nnnn2C(C)C)cc1OC (stereo unspecified),-1
COc1ccc(CN2C[C@@H](CO)O[C@@H](n3cnc4c(N5CCOCC5)ncnc43)C2)cc1,-1
COCCN1C[C@@H](CO)O[C@@H](n2cnc3c(NCCCO)ncnc32)C1,-10
O=C(O)c1c[nH]c2nccnc12,-4
COc1ccc(S(=O)(=O)N2CCC[C@@H]2C(=O)N2CCC[C@H]2C(=O)NCc2ccncc2)cc1C,-6
C=CCNc1nc2c(c(=O)[nH]c(=O)n2C)n1Cc1cccc(C)c1,-2
Cc1ccc(NC(=O)CSc2nnc(COc3ccccc3F)n2N)cc1S(=O)(=O)N1CCOCC1,-3
COc1cccc(CNC(=O)[C@@H]2CCCN2C(=O)[C@H]2CCCCN2C(=O)c2cccc(Cl)c2)c1,5
Cc1cccc(N2C(=O)C(Oc3ccc(Cl)cc3Cl)C2C=O)c1C (stereo unspecified),3
CN(C)c1ccc(-c2ccnc3c2CC(C)(C(=O)NCc2ccccc2)O3)cc1 (stereo unspecified),-1
COc1cccc(C(NC(C)=O)c2nc(-c3ccncc3)cs2)c1 (stereo unspecified),-1
COCC(C)n1c(SCC(=O)NC2CCCCC2)nc2ccccc2c1=O (stereo unspecified),11
Cc1nc(COC(=O)c2cc(O)c3ccccc3c2O)cs1,-13
Cc1nn(-c2ccccc2)c(-c2ccccc2[N+](=O)[O-])c1CC#N,3
CCCCNC(=O)C[C@@H]1C[C@@]2(C(=O)OCC)CCC=C2N(Cc2ccc(Cl)cc2Cl)C1=O,15
COc1ccc(S(=O)(=O)N2CCOCC2)cc1NC(=O)c1c(C)noc1C,-4
O=C(COC(=O)Cn1cnc2ccccc2c1=O)Nc1cc(Cl)ccc1[N+](=O)[O-],4
COC(=O)c1ccccc1S(=O)(=O)N1CCC(C(=O)OC(C)C(=O)N(C)Cc2ccccc2)CC1 (stereo unspecified),9
COc1ccc(-c2ccc3c(c2)C2CC3CCN2S(=O)(=O)c2ccccc2C)cc1 (stereo unspecified),4
COc1cc(NCC2COc3c(ccc(OC)c3OC)C2=O)c([N+](=O)[O-])cc1OC (stereo unspecified),-1
O=C(O)CSCC(=O)N1CCCN(c2ccc(C(F)(F)F)cn2)CC1,-6
CC(=O)c1ccc(N2CCN(S(=O)(=O)c3ccc4c(c3)CCC(=O)N4)CC2)cc1,-10
CCC(c1nnnn1-c1ccc2c(c1)OCCO2)N1CCN(c2ccccc2)CC1 (stereo unspecified),-2
COC(=O)[C@]12CCCCC=C1N(Cc1ccc(Cl)cc1Cl)C(=O)[C@H](CC(=O)NCc1ccc(C)o1)C2,10
CC(=O)Nc1ccc(C(=O)N2CCCCC2c2cc(C(=O)NCc3ccc(F)cc3)no2)cc1 (stereo unspecified),-2
C[C@@H]1CN([C@@H](C)CO)C(=O)CCCn2nncc2CO[C@@H]1CN(C)C(=O)Nc1ccccc1F,1
C=Cc1ccc(CC2(C)C(=O)Nc3ccc(Cl)cc32)cc1 (stereo unspecified),4
Cc1ccc(OC(=O)N(C)C[C@@H]2OCc3cn(nn3)CCCC(=O)N([C@@H](C)CO)C[C@H]2C)cc1,7
CCCCN(CC)C(=O)CSc1nc2c(sc(=S)n2-c2ccc(OCC)cc2)c(=O)[nH]1,0
O=C(NCc1cccs1)c1csc([C@@H]2C[C@H](O)[C@@H](CO)O2)n1,-5
CN(C)c1ccc(-c2nn3c(-c4ccc(Cl)cc4)nnc3s2)cc1,8
Cc1ccc(CC2(C)C(=O)Nc3ccc(OC(F)(F)F)cc32)cc1 (stereo unspecified),-1
CCc1nc2ccc(C(=O)NCCC(C)C)cn2c1N(CCN(C)C)CC1CC1,4
COc1ccc(C(=O)N/C(=C\c2ccc(-c3cccc([N+](=O)[O-])c3)o2)C(=O)NCCCN2CCOCC2)cc1,-8
Cc1noc(C)c1C(=O)OC(C)C(=O)c1ccc(C(C)(C)C)cc1 (stereo unspecified),-8
O=S1c2ccccc2Sc2ccccc21,-3
Cc1ccc(S(=O)(=O)N2C[C@]3(O)C[C@@H]4C(=O)N(c5ccccc5)C(=O)[C@@H]4C[C@]3(OC(=O)NCc3ccccc3)C2)cc1,2
CC(C)Oc1ccc(C(=O)N2CCC(CCC(=O)NC3CC3)CC2)cc1,-6
COc1ccccc1C=NN=Cc1ccccc1OC,-2
CC(C)Nc1ncnc2c1ncn2[C@H]1CN(Cc2ccncc2)C[C@@H](CO)O1,-1
CC(=NNC(=S)N1CC2CCC(CC2)C1)c1ccncn1,-8
CCOC(=O)C1=CC[C@@H](c2ccccc2)N(S(=O)(=O)c2ccc(C)cc2)[C@H]1C=C(C)C,6
C[C@H](O)[C@@H]1CN2CCc3c([nH]c4ccccc34)[C@@H]2C[C@@H]1N(C)C(=O)NC1CCCCC1,5
O=C(CN1C(=O)NC2(CCc3ccccc32)C1=O)Nc1ccc(Cl)cc1F (stereo unspecified),-4
CCc1nc2ccc(C(=O)N(C)Cc3ccccc3)cn2c1N(CC)Cc1cccc(Br)c1,9

# Entries listed so far containing two or more sulfur atoms, in the order listed:
SMILES,CXCR6 block
Oc1ccc(C[C@H]2CN([C@@H](Cc3ccc(O)cc3)CN3CCC[C@@H]3CN3C(=S)NC[C@@H]3Cc3ccccc3)C(=S)N2CC2CCCCCC2)cc1,6
Cc1ccc(NC(=O)CSc2nnc(COc3ccccc3F)n2N)cc1S(=O)(=O)N1CCOCC1,-3
CCCCN(CC)C(=O)CSc1nc2c(sc(=S)n2-c2ccc(OCC)cc2)c(=O)[nH]1,0
O=C(NCc1cccs1)c1csc([C@@H]2C[C@H](O)[C@@H](CO)O2)n1,-5
O=S1c2ccccc2Sc2ccccc21,-3

# Going on with the list:
SMILES,CXCR6 block
COC1OC(CO)C(N=C(C)C)C1O (stereo unspecified),0
CN(C)CCCNc1nc2cc(-c3ccsc3)sc2c(=O)n1C,-11
COc1cccc(N2CCN(C(=O)c3cccc(NC(=O)C4=C(C)OCCS4)c3)CC2)c1,-1
O=S1(=O)CC(N2CC=CC2)CN1Cc1ccccc1 (stereo unspecified),7
S=c1[nH]ccc2ccccc12,9
CC(=O)Nc1ccc(-c2ccnc3c2CC(C)(C(=O)Nc2ccc(Cl)cc2)O3)cc1 (stereo unspecified),-1
Clc1ccccc1-c1nnc2sc(-c3ccccn3)nn12,0
Cc1ccc(NC(=O)c2cc(S(=O)(=O)N3CCCCC3)ccc2N2CCOCC2)cc1S(=O)(=O)N(C)C,2
OC(c1ccc(F)cc1)c1nc(-c2csc3ccccc23)cs1 (stereo unspecified),0
O=C(Cc1ccc(NC(=O)C2CCN(C(=O)C3CC3)CC2)cc1)Nc1cccc(C(=O)N2CCCCC2)c1,-5
CCOC(=O)C1CCCN(C(=O)c2cc(-c3ccccc3)cs2)CC1 (stereo unspecified),-4
CC1(Oc2ccc(Cl)cc2)CCN(Cc2cccn2-c2nccs2)C1 (stereo unspecified),6
COc1ccc(OC)c(NC(=O)C(C#N)=Cc2ccco2)c1,-4
CC(C)N(C)c1ncnc2c1ncn2[C@H]1CN(C2CCCC2)C[C@@H](CO)O1,-2
CCOC(=O)C1CCCN(C(=O)c2ccc(C(F)(F)F)nc2C)CC1 (stereo unspecified),0
C=C1C(=O)CC2=C1[C@](Cc1ccc(F)cc1)(C(=O)OC)N(C(=O)c1ccccc1)C2,5
CCS(=O)(=O)N1CCC2(CC1)OCCN2S(=O)(=O)c1ccccc1,-10
CC(=NO)c1ccc2c(c1)Cc1cc([N+](=O)[O-])ccc1-2,-5
C=Cn1cc(CNC[C@H]2O[C@@H](n3cc(C)c(=O)[nH]c3=O)C[C@@H]2O)c(C)n1,1
Cc1ccc(-c2nc3c4ccccc4ccn3c2CC2CCCCC2)cc1,2
COc1ccc(Cc2nc3c([nH]2)c(=O)n(C)c(=O)n3C)cc1OC,-4
CC(C)(C)S(=O)N1Cc2cc(C(=O)NCc3ccc4c(c3)OCO4)nc(-c3cccc(-c4ccncc4)c3)c2[C@H]1CCO (stereo partly specified),0
C=CCN(CC=C)C(=O)Nc1cc(OC)ccc1OC,-3
COc1ccc([C@H]2C[C@H](n3cc(C4CC4)nn3)[C@@H](O)CN2CC2CCCCC2)cc1,4
O=C(CC(=O)c1ccccc1)c1ccccc1,19
O=C(Oc1ccc(-c2ccccc2)cc1)c1ccco1,-4
COc1ccc(OC)c(N=Nc2c(O)c3ccccc3[nH]c2=O)c1,25
C[C@@H]1CCCCO[C@@H](CN(C)Cc2ccccc2)[C@@H](C)CN([C@H](C)CO)C(=O)c2cc(NC(=O)Nc3cccc4ccccc34)ccc2O1,3
Cc1ccc(S(=O)(=O)N2C[C@H]3[C@H]4C(=O)N(c5ccccc5)C(=O)[C@H]4C[C@H](OC(=O)Nc4c(C)noc4C)[C@@]3(O)C2)cc1,4
CCCCNC(=O)c1nc(C2CCN(S(=O)(=O)c3ccccc3C(F)(F)F)CC2)oc1-c1ccccc1,4
CCC1(CC)SC(N)=NC1=O,1
CCN(CC)CCN(C(=O)/C=C/c1cccs1)c1nc2ccc(OC)cc2s1,-2
CCN1C[C@@H]2[C@@H]3C(=O)N(Cc4ccccc4)C(=O)[C@@H]3[C@](C)(C1=O)N2C(=O)c1ccc(Br)cc1,3
CC(C)NC(=O)N(C)C[C@@H]1Oc2cc(C#Cc3ccccn3)ccc2S(=O)(=O)N([C@@H](C)CO)C[C@H]1C,-6
CC(C)Cn1c(N)c(C(=O)CSc2ncn[nH]2)c(=O)n(C)c1=O,-9
NS(=O)(=O)c1ccc(CCNC(=O)c2cc(S(=O)(=O)N3CCCCC3)ccc2Cl)cc1,2
CCOCC(=O)NC1CCc2cc(OC(=O)COCC)c(OC)c(OC)c2-c2ccc(SC)c(=O)cc21 (stereo unspecified),6
O=C(NCc1ccccc1)c1cc(C2CCCN(S(=O)(=O)c3ccccc3)C2)on1 (stereo unspecified),4
O=C(NC1CC1)c1ccc(-c2ccc3nccn3c2)cc1,-3
CN(C)c1ccc(CNC(=O)/C=C/[C@H]2O[C@@H](n3cnc4c(NC(=O)c5ccccc5)ncnc43)[C@H](O)[C@@H]2O)cc1,-10
O=C1COc2cc(O)ccc21,2
CC1(C)N=C(N)N=C(N)N1c1cccc(C#N)c1,-2
CC(=O)Nc1ccc2c3c(ccc([N+](=O)[O-])c13)CC2,-4
CCN(CC)c1ccc(/C=N/NC(=O)Cc2cccs2)c(O)c1,-6
O=C(CN1C(=O)NC2(CCc3ccccc32)C1=O)NC1CCCCC1 (stereo unspecified),1
COc1ccc(CC(N)c2csc(Nc3cnccn3)n2)cc1 (stereo unspecified),2
COC(=O)C[C@@H]1C[C@@H]2c3cc(NC(=O)NC4CCCCC4)ccc3O[C@@H]2[C@H](CO)O1,-1
Cc1cccc(-c2cc3nc(C)cc(=O)n3[nH]2)c1,-2

# Six of the entries above in order of their number in CXCR6 block, descending.
SMILES,CXCR6 block
CCOCC(=O)NC1CCc2cc(OC(=O)COCC)c(OC)c(OC)c2-c2ccc(SC)c(=O)cc21 (stereo unspecified),6
O=C(NCc1ccccc1)c1cc(C2CCCN(S(=O)(=O)c3ccccc3)C2)on1 (stereo unspecified),4
O=C1COc2cc(O)ccc21,2
Cc1cccc(-c2cc3nc(C)cc(=O)n3[nH]2)c1,-2
O=C(NC1CC1)c1ccc(-c2ccc3nccn3c2)cc1,-3
CC(=O)Nc1ccc2c3c(ccc([N+](=O)[O-])c13)CC2,-4

# (more compounds)
SMILES,CXCR6 block
O=c1c2ccccc2sn1-c1ccc(Cl)cc1Cl,5
CC(=O)Nc1cc(-c2cccc(C(=O)N(C)C)c2)cn2c(-c3cccc(C(=O)N(C)C)c3)cnc12,-3
CCOc1ccc(-c2cc(C(=O)Nc3ccc(C)c(NS(C)(=O)=O)c3)[nH]n2)c(C)c1,-7
CN(C)c1ccc(-c2ccnc3c2CC(C)(C(=O)NCC2CC2)O3)cc1 (stereo unspecified),4
CC1(C(=O)NS(=O)(=O)c2ccccc2OC(F)(F)F)CCN1C(=O)c1ccccc1 (stereo unspecified),0
Cc1ccc2nc(C(C)(C)C)c(Cc3ccccc3C(F)(F)F)n2c1,12
CN(C(=O)c1cccc(NC(=O)Cc2ccc(NC(=O)C3CCCN(C(=O)CCc4ccccc4)C3)cc2)c1)C1CC1 (stereo unspecified),-7
Cc1cc(C)n2c(NC3CCCC3)c(-c3ccc(F)cc3)nc2n1,-1
C/C(CC(=O)NC1CCCC1)=N\NC(=O)C1CCCCC1,-2
O=C(Cc1ccc(Cl)cc1)NCCc1c[nH]c2ccccc12,-13
CN(C)c1ccc(C=c2c3cc(O)ccc3n3c2cc(-c2ccccc2)[n+]3C)cc1,32
Cc1cc(F)ccc1-c1cc(C(=O)Nc2ccccc2)[nH]n1,-4
CC(=O)NCCCNC(=S)NCCCN(Cc1ccc(Cl)cc1)c1ccc(Br)cn1,11
CC(C)C[C@@H]1COc2cccc(N3CCC[C@H]3CO)c2S(=O)(=O)N1,-7
CCOC(=O)c1c(C)oc2c1c(CN1CCN(CCO)CC1)c(O)c1ccccc12,-11
Cc1ccc(S(=O)(=O)N2CCN(C(=O)C3CCN(c4ncnc5sc(C)c(C)c45)CC3)CC2)c(C)c1,2
CCNC(=O)C1CCCN(C(=O)Cc2cccs2)CC1 (stereo unspecified),6
CCc1cc2c(cc3c(=O)n(CC(=O)NCCCN4CC(C)CC(C)C4)ncn32)s1 (stereo unspecified),0
CNC[C@@H]1OCc2ccccc2-c2ccccc2C(=O)N([C@H](C)CO)C[C@@H]1C,-1
CN(C)c1ccccc1-c1cc(NC=O)c2ncc(-c3cccc(C(F)(F)F)c3)n2c1,-1

# Screening data deposited in PubChem BioAssay by Sanford-Burnham Center for Chemical Genomics.
